From PubChem
OX1R antagonist – human HCRTR1 antagonism | 330,000 compounds, 0.43% hits | CHO/OX1R cells, Fluo-8 calcium fluorescence, orexin A | inhibition, % at 5 µM;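 active means inhibition above its plate's threshold, mean inhibition of all tested compounds on the plate plus 3 SD, cut at about 37% in these data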;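 further: 0% = orexin A challenge wells and 100% = SB-334867-A antagonist wells; not every result past the cut was called active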
CHT allo act – allosterically activates the human high affinity choline transporter | Q9GZV3 | CHT-expressing cells, membrane potential dye, choline EC20; active compounds read high; LV-AA mutant CHT in HEK293 cells | B-score at 10 µM | 310,000 compounds, 0.49% hits | AID 488977;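 active means initial fluorescence not abnormally high and integrated response B-score, plate-corrected, over 3 SD above library mean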
Target sequence (Q9GZV3 whole entry, looked up): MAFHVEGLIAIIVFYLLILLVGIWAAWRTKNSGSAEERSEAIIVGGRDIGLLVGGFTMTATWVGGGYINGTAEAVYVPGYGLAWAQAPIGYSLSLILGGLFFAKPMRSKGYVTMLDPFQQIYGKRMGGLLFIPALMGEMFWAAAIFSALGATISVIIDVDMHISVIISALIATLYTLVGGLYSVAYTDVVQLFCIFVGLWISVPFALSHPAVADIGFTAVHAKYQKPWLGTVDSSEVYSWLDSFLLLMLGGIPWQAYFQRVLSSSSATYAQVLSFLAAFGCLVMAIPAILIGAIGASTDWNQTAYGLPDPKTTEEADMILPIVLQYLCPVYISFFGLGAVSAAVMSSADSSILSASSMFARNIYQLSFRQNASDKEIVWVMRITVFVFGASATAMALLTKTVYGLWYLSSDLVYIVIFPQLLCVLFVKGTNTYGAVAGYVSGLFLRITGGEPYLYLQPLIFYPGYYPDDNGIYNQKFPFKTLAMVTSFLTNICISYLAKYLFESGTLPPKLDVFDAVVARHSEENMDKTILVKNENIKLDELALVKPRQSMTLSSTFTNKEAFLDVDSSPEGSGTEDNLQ
Numbers without * were called inactive.

For Cc1nnnn1/C(=C\c1ccccc1)C(=O)OCC(=O)N(C)C1CCS(=O)(=O)C1 (configuration not stated) the results were OX1R antagonist -11 and CHT allo act inactive.
For COc1ccc(CNC(=O)c2c(-c3c(F)cccc3Cl)noc2C)cc1 the results were OX1R antagonist -16 and CHT allo act inactive.
For Cc1nc2c(Cl)cccc2c2c1CC(CBr)O2 (configuration not stated) the results were OX1R antagonist -18 and CHT allo act inactive.
For Cc1[nH]n(-c2ccccc2)c(=O)c1/C=N/n1c(C)nc2ccccc2c1=O the results were OX1R antagonist -21 and CHT allo act inactive.
`O=C(NCc1ccco1)c1sc2cc(F)ccc2c1Cl` gave OX1R antagonist -26 and CHT allo act inactive.
`C/C(Cl)=C/Cn1c(SC(C)C)nc2c1c(=O)[nH]c(=O)n2C` gave OX1R antagonist -12 and CHT allo act inactive.
CCn1c(=S)[nH]c2cc(C(=O)O)ccc21 was read as OX1R antagonist -6 and CHT allo act inactive.
Cc1cc(Cl)ccc1OCCCC(=O)NNC(=O)c1ccccc1O was read as OX1R antagonist 4 and CHT allo act inactive.
For Cc1ccc(N(CC(=O)NC2CCCCC2)C(=O)CNC(=O)c2ccco2)cc1C the results were OX1R antagonist -31 and CHT allo act inactive.
`Cc1ccc(NS(=O)(=O)c2ccc(CCC(=O)N3CCOCC3)cc2)cc1` gave OX1R antagonist -9 and CHT allo act inactive.
O=C(c1cccc(S(=O)(=O)N2CCCC2)c1)N1CCCc2ccccc21 was read as OX1R antagonist -32 and CHT allo act inactive.
For Cc1ccc(NC(=O)C=NOCC(=O)Nc2cc(C)cc(C)c2)cc1 the results were OX1R antagonist -3.
`CCN(C(=O)COC(=O)c1cc([N+](=O)[O-])ccc1N1CCOCC1)c1ccccc1` gave OX1R antagonist -16.
`COc1ccc2c(c1)CCCC21NC(=O)N(CC(=O)c2cc(F)ccc2F)C1=O` (configuration not stated) gave OX1R antagonist -34.
O=C(OCCN1CCN(c2ncc(C(F)(F)F)cc2Cl)CC1)c1ccc(Cl)cc1 was read as OX1R antagonist -23 and CHT allo act inactive.
Cc1ccc(C(=O)NNC(=O)c2ccc(Br)s2)cc1S(=O)(=O)N1CCOCC1 was read as OX1R antagonist -3.
`O=c1c(-c2ccccc2)nnc2sc(COc3ccc(Br)cc3)nn12` gave CHT allo act inactive.
For COc1ccc(C(=O)NCCn2cc(SCC(=O)N3CCOCC3)c3ccccc32)cc1 the results were OX1R antagonist -22 and CHT allo act inactive.
For CC(OC(=O)c1ccc2ccccc2n1)C(=O)Nc1ccc(N2CCOCC2)cc1 (configuration not stated) the results were OX1R antagonist -24 and CHT allo act inactive.
Cc1ccc(CNC(=O)Nc2ccc(C)cc2)cc1 was read as OX1R antagonist -18 and CHT allo act inactive.
For Cc1ccc(N2CCN(c3cc(C)nc4nc(C)nn34)CC2)c(C)c1 the results were OX1R antagonist -29 and CHT allo act inactive.
CCOC(=O)c1c(N)c2cc([N+](=O)[O-])cnc2n1C was read as OX1R antagonist -17 and CHT allo act inactive.
CC1CCCC(NC(=O)C2N(CCCN3CCCC3)C(=O)C3C(C(=O)Nc4cccc(Cl)c4)C4C=CC32O4)C1C (configuration not stated) was read as OX1R antagonist -19 and CHT allo act inactive.
Screening COc1ccccc1N1CCN(S(=O)(=O)CCNC(=O)c2ccc(OC(C)C)cc2)CC1 returned OX1R antagonist -28 and CHT allo act inactive.
COc1ccc(NC(C(=O)Nc2cccc(C(C)=O)c2)c2ccccc2)cc1 (configuration not stated) was read as OX1R antagonist -12 and CHT allo act inactive.
For CCOc1ccccc1OCCC(=O)Nc1ccc(F)c(Cl)c1 the results were OX1R antagonist -16 and CHT allo act inactive.
For Cc1cccc(NC(=O)N2CCCC2C(=O)NCc2cccs2)c1 (configuration not stated) the results were OX1R antagonist -11 and CHT allo act inactive.
For C/C(=N\NC(=O)c1cccc(S(=O)(=O)N2CCOCC2)c1)c1ccc(C#N)cc1 the results were OX1R antagonist -4 and CHT allo act inactive.
Screening O=C1c2ccccc2C(=Nc2ccccc2)C1c1cccc(Br)c1 (configuration not stated) returned OX1R antagonist -3 and CHT allo act inactive.
CCCCCCCCN1[C@@H](CC(C)=O)c2cc(C(F)(F)F)ccc2S1(=O)=O was read as OX1R antagonist -27 and CHT allo act inactive.
c1ccc(-c2cc3ccccc3cn2)cc1 was read as OX1R antagonist -15.
Screening O=C(COC(=O)CCS(=O)(=O)c1ccc(F)cc1)NC1CCCCC1 returned OX1R antagonist -15.
O=C(c1ccc(Cl)cc1Cl)N1CCc2ccccc21 was read as OX1R antagonist -23 and CHT allo act inactive.
CCN(CC(=O)NCCc1ccc(S(N)(=O)=O)cc1)Cc1nc2cc(OC)c(OC)cc2c(=O)[nH]1 was read as OX1R antagonist 4 and CHT allo act inactive.
Screening COC(=O)c1ccsc1NC(=O)c1ccc(Cl)s1 returned OX1R antagonist 8 and CHT allo act inactive.
For O=C(CC(n1cncn1)C(Cl)(Cl)Cl)c1ccc([N+](=O)[O-])cc1 (configuration not stated) the results were OX1R antagonist 1 and CHT allo act inactive.
For CCOc1ccc(CNC(=O)C2Cc3cc(S(=O)(=O)N4CCCCC4)ccc3N2C(C)=O)cc1 (configuration not stated) the results were OX1R antagonist -16 and CHT allo act inactive.
Screening COc1ccc(NC(=O)CN(C)C2CCCCC2)cc1Cl returned OX1R antagonist 2 and CHT allo act inactive.
O=C(Nc1ccc(F)c([N+](=O)[O-])c1)C(=O)c1c(O)[nH]c2ccccc12 was read as OX1R antagonist -12 and CHT allo act inactive.
For CCn1c(-c2ccc(-c3ccccc3)cc2)c[nH]c1=S the results were OX1R antagonist -3 and CHT allo act inactive.
Screening O=C(c1ccccc1)c1ccc2cc(O)ccc2c1 returned OX1R antagonist -26 and CHT allo act inactive.
COC(=O)[C@@H]1C[C@@]2(O)[C@H](O)[C@H](O)[C@H](O)C[C@H]2N1Cc1cc(OC)cc(OC)c1 was read as OX1R antagonist -9 and CHT allo act inactive.
Screening NC(=O)CCN1CCN(Cc2nc(C(c3ccccc3)c3ccccc3)no2)CC1 returned OX1R antagonist -26 and CHT allo act inactive.
For O=C1NC(=NCc2ccccc2)S/C1=C/c1ccc(O)cc1 the results were OX1R antagonist 4 and CHT allo act inactive.
Screening CC(=O)C1=C(O)C(=O)N(c2ccc(S(=O)(=O)Nc3nccs3)cc2)C1c1ccc(F)cc1 (configuration not stated) returned OX1R antagonist -12 and CHT allo act inactive.
For Cc1nn(-c2ccccc2)c(C)c1NC(=O)c1cccs1 the results were OX1R antagonist -7 and CHT allo act inactive.
Screening Cn1c(N)c(C(=O)COC(=O)Cc2ccccc2F)c(=O)n(C)c1=O returned OX1R antagonist 5.
`Cc1nc(NC(=O)C23CC4CC(CC(C4)C2)C3)sc1Cc1ccc2c(c1)OCO2` gave OX1R antagonist -17 and CHT allo act inactive.
Screening O=C(c1ccc2c(c1)OCCO2)N(c1ccccn1)C1CCCCC1 returned OX1R antagonist -20 and CHT allo act inactive.
Cc1nnc(N/N=C/c2c[nH]c3ccccc23)[nH]c1=O was read as OX1R antagonist -16 and CHT allo act inactive.
Screening Cc1ccc(S(=O)(=O)Nc2cc(C)on2)cc1 returned OX1R antagonist -27 and CHT allo act inactive.
CNC(=S)NNC(=O)c1cccs1 was read as OX1R antagonist -12 and CHT allo act inactive.
`CCCCCCCc1nc2c(=O)n(C)c3ccccc3c2o1` gave OX1R antagonist -6 and CHT allo act inactive.
COc1ccc2oc(=O)cc(C)c2c1 was read as OX1R antagonist -15 and CHT allo act inactive.
Cc1cccc(NC(=O)C(Cc2ccccc2)n2cccc2)c1 (configuration not stated) was read as OX1R antagonist -25 and CHT allo act inactive.
Cc1ccc(-n2ncc(C(=O)N3CCN(C(=O)c4ccco4)CC3)c2C2CCN(C(=O)OC(C)(C)C)CC2)cc1C was read as OX1R antagonist -18 and CHT allo act inactive.
CC(=O)Nc1cc(-c2nn3c(C)nnc3s2)ccc1C was read as OX1R antagonist -1 and CHT allo act inactive.
`NNc1nc2cc3c(cc2s1)OCCO3` gave OX1R antagonist -25 and CHT allo act inactive.
COC(=O)CSC(C(=O)Nc1ccc(C)c(C)c1)c1ccccc1 (configuration not stated) was read as OX1R antagonist -16 and CHT allo act inactive.
CC(=O)N(c1ccccc1)c1nnc(-c2cnc(C)cn2)s1 was read as OX1R antagonist 1 and CHT allo act inactive.
`Cc1ccc(C(=O)C=CNNC(=O)c2ccccc2)cc1` gave OX1R antagonist -17 and CHT allo act inactive.
For Cc1ccc(C(=O)NC(=S)Nc2nc(-c3cccc([N+](=O)[O-])c3)cs2)c(Cl)c1 the results were OX1R antagonist -3 and CHT allo act inactive.
`N#C/C(=C/c1ccc(N2CCOCC2)o1)C(=O)N1CCOCC1` gave OX1R antagonist 14 and CHT allo act inactive.
`CCCCN1C=C(C(=O)OC)C(c2ccccc2Cl)C(C(=O)OC)=C1` gave OX1R antagonist -44 and CHT allo act inactive.
`O=C(c1ccco1)N1CCN(C/C=C/c2ccccc2)CC1` gave OX1R antagonist -17 and CHT allo act inactive.
`Cc1cccc(C)c1NC(=O)Cn1cnc2c(=O)n(C)c(=O)n(C)c21` gave OX1R antagonist -8 and CHT allo act inactive.
Screening Cc1cccc(-n2nnnc2SCn2nnc3ccccc3c2=O)c1 returned OX1R antagonist -5 and CHT allo act inactive.
CC(NC(=O)c1cn(C)c2ccc(S(=O)(=O)N3CCCC3)cc2c1=O)c1ccc2c(c1)OCCO2 (configuration not stated) was read as OX1R antagonist -40 and CHT allo act inactive.
For O=C(COc1cccnc1[N+](=O)[O-])Nc1ccc2c(c1)OC(F)(F)O2 the results were OX1R antagonist -5 and CHT allo act inactive.
For CCOC(=O)C1(Cc2ccccc2)CCN(Cc2cnn(-c3ccccc3)c2)CC1 the results were OX1R antagonist -16 and CHT allo act inactive.
For CC(=O)Nc1ccc(S(=O)(=O)NC(CC(=O)N(C)Cc2ccccc2)C(C)C)cc1 (configuration not stated) the results were OX1R antagonist -25 and CHT allo act inactive.
COc1ccc(C(C(=O)NC2CCCCC2)N(C(=O)c2ccccn2)c2cccnc2)cc1 (configuration not stated) was read as OX1R antagonist -10 and CHT allo act inactive.
CCC(=O)N1CCN(c2ccc(NC(=O)COc3ccccc3[N+](=O)[O-])cc2)CC1 was read as OX1R antagonist -24 and CHT allo act inactive.
For Cc1ccc(OCc2nc(-c3ccccn3)no2)cc1 the results were OX1R antagonist -3 and CHT allo act inactive.
O=C(Nc1cccnc1Cl)C1c2ccccc2Oc2ccccc21 was read as OX1R antagonist -8 and CHT allo act inactive.
Screening CCNC(=S)N/N=C/c1cc(Br)cc(Br)c1OC returned OX1R antagonist -55 and CHT allo act inactive.
C#CC[N+](C)(C)CCCCCCCCCCCC was read as OX1R antagonist -6 and CHT allo act inactive.
`CC(=O)N1CCOc2ccc(S(=O)(=O)NCCc3ccc(C)cc3)cc21` gave OX1R antagonist -19 and CHT allo act inactive.
C=CCn1c(SCC(=O)C(C)(C)C)nnc1-c1ccccn1 was read as OX1R antagonist 0 and CHT allo act inactive.
For O=C(NCC1CCCO1)/C(=C\c1ccco1)NC(=O)c1ccccc1 (configuration not stated) the results were OX1R antagonist -19 and CHT allo act inactive.
For CCOC(=O)NC(=O)/C(C#N)=C/c1ccc(N(C)C)cc1 the results were OX1R antagonist -8 and CHT allo act inactive.
Screening Cc1ccc(C(=O)COC(=O)CCc2ccc(S(=O)(=O)N3CCCCC3)cc2)cc1 returned OX1R antagonist -24 and CHT allo act inactive.
Screening N#CC1(P(=O)(c2ccccc2)c2ccccc2)CCCC1 returned OX1R antagonist -8 and CHT allo act inactive.
`CSCC[C@H](NC(=O)[C@H](Cc1ccccc1)n1c(=O)[nH]c2ccccc2c1=O)C(=O)N1CCC(C(=O)O)CC1` gave OX1R antagonist -9 and CHT allo act inactive.
